D2 antag – antagonists of human D2 dopamine receptor; inhibition, % at 10 µM; P14416; HEK293 TREx D2 cells, calcium flux, dopamine EC80; actives 2% (n = 340,000); in the data active = inhibition above about 30%; also: 0% is about no effect
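Calcium mobilization kinetics were recorded at 1 s intervals in tetracycline-induced HEK293 T-REx D2 cells, first for 180 s after compound addition and then 180 s after EC80 dopamine.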
TRHR ag – TRH receptor (human) agonism; P34981; TRHR cells, calcium flux fluo-8, FDSS agonist mode; activation, % at 2 µM; actives 0.18% (n = 360,000); in the data active = activation above about 30%; also: 0% is about no effect
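TRHR-expressing cells loaded with fluo-8 calcium dye; 23 nL library compound pin-transferred, kinetic FDSS fluorescence (Ex 480/Em 530) recorded about 180 s for agonist-induced calcium release, before a 10 nM TRH EC20 addition for potentiator mode.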
mIDH1 inhibitor – human IDH1 R132H inhibition | O75874 | IDH1-R132H enzyme, NADPH consumption, diaphorase/resazurin fluorescence | Potency, µM (series often up to 76.6 µM), for the others: top-dose activity change, negative = inhibition, usual class: inhibitors | actives 0.093% (n = 390,000) | AID 602179; also: potency is read from the fitted curve at half-maximal effect; % is scaled to controls: 0 for no effect and ±100 for the full control effect; nearly all actives have a fitted effect of over 65% in size
Target sequence (O75874 whole entry R132H, stated change not applied): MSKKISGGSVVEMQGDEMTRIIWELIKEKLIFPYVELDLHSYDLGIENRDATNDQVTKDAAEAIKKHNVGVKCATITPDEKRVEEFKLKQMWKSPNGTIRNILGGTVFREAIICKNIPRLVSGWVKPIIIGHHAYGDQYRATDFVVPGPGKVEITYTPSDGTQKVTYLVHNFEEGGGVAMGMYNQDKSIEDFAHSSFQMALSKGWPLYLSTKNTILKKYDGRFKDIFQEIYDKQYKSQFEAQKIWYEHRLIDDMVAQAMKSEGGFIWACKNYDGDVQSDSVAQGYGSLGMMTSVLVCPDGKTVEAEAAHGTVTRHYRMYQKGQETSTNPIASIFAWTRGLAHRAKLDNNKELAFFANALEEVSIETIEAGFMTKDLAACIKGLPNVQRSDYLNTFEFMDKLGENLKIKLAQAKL
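IDH1-R132H (0.5 ug/mL dispensed) in pH 7.5 Tris buffer was preincubated 30 min with compound, then given a substrate mix of 0.016 mM NADPH and 2 mM alpha-KG for 80 min at room temperature; remaining NADPH was read by diaphorase/resazurin fluorescence.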
TrxR1 substrate – substrates of rat thioredoxin reductase 1 | actives 0.01% (n = 390,000) | O89049 | Potency, µM (series often up to 114 µM), inactives show at the top dose activity change, negative = substrate turnover | purified TrxR1 substrate turnover, NADPH consumption readout; also: potency is read from the fitted curve at half-maximal effect; % is scaled to controls: 0 for no effect and ±100 for the full control effect; nearly all actives have a fitted effect of over 50% in size
Target sequence (O89049 whole entry, looked up): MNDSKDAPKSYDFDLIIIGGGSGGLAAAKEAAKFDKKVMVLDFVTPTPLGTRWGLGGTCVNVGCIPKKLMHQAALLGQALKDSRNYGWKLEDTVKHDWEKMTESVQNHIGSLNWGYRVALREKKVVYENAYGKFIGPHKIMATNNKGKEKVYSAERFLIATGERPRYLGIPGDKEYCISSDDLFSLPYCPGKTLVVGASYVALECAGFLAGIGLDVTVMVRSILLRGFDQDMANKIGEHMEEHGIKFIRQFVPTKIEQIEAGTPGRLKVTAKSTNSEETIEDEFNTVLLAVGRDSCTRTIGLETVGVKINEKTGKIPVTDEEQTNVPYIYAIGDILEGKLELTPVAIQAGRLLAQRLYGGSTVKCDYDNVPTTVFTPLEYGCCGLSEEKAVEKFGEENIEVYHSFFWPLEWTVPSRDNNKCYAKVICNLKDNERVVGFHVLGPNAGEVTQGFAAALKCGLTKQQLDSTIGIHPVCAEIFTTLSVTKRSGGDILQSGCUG
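Rat TrxR1, dispensed at 90 nM, was prereduced with 400 uM NADPH (final) for 5 min at ~22 deg C, then incubated with compound 15 min before 400 uM selenite. A first-read NADPH fluorescence drop versus no-compound background flagged substrates.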
TRHR enhancer – TRH receptor (human) allosteric enhancement; P34981; TRHR cells, fluo-8 calcium fluorescence, EC20 TRH enhancement; enhancement, % at 2 µM; actives 0.66% (n = 360,000); AID 493056; in the data active = enhancement above about 30%; also: 0% is about no effect
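TRHR-expressing cells loaded with fluo-8 calcium dye were read kinetically (ex 480/em 530) during compound addition, then stimulated with an EC20 of TRH (10 nM final). Enhancement of the Gq-mediated intracellular calcium response was scored.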
rTrxR1 inhibitor – inhibitors of rat thioredoxin reductase 1; recombinant rTrxR1, NADPH fluorescence consumption, selenite substrate; Potency, µM (doses to about 114 µM), without a hit: at the highest dose activity change, negative = inhibition, usual class: inhibitors; actives 1% (n = 390,000); AID 588453; also: potency is read from the fitted curve at half-maximal effect; % is scaled to controls: 0 for no effect and ±100 for the full control effect; nearly all actives have a fitted effect of over 65% in size
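Rat TrxR1 (90 nM in the dispensed reagent) was pre-reduced with 400 uM NADPH for 5 min at room temperature, then incubated with compound for 15 min. After 400 uM selenite was added, NADPH fluorescence (Ex 340/Em 450 nm) was followed for 8 min.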
USP1 inh – inhibitors of human USP1/UAF1 deubiquitinase; recombinant USP1/UAF1, Ub-Rhodamine cleavage fluorescence; Potency, µM (titrated, usually from 57.1 µM), for inactives: at the highest dose activity change, negative = inhibition, usual class: inhibitors; actives 0.23% (n = 390,000); O94782; also: potency is read from the fitted curve at half-maximal effect; % is scaled to controls: 0 for no effect and ±100 for the full control effect; nearly all actives have a fitted effect of over 60% in size; inactives centre near -12
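USP1/UAF1 complex at 1 nM was preincubated with compound for 15 min at room temperature, then Ub-Rho substrate (150nM final) was added. Fluorescence (480/540 nm) was read kinetically, 6 reads every 60 seconds.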
PI4K2A inh – inhibitors of human PI4K2A. AID 1346378. purified PI4K2A, ADP-Glo luminescence, 1 h; hits give low values. Q9BTU6. activity change, negative = inhibition, % at 76.9 µM. actives 0.13% (n = 420,000); in the data active = activity change below about -50%; inconclusive = mostly about -30% to -49%;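 also: -100% = wells without enzyme as full effect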
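ADP-Glo luminescence measured ADP generated by PI4K2A enzyme (4 ug/mL before mixing) with 1.2 mM PI substrate (pre-mix) and 300 microM ATP (pre-mix). Tris pH7.5 buffer with MgCl2, Triton X-100; 1 h reaction at ambient temperature.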
D2 agonist – D2 dopamine receptor (human) agonism; HEK293 T-REx D2 cells, calcium flux agonist mode; actives 0.53% (n = 340,000); P14416; activation, % at 2 µM;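 active = activation over 3 SD above normal in the single-dose calcium agonist read, cut at about 30% in these data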; also: 0% is about no effect
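Agonism scored from kinetic calcium signal (1 read/sec, 180 s) following compound pin transfer, after a 10 s baseline. Cells: HEK293 Trex line expressing inducible D2 receptor coupled to calcium, dye-loaded after overnight culture at 30 C.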
Active calls of the source: *; ? = inconclusive; . = no result given; [ ] = dose if it differs, or a comment. Unless noted, calls follow the shape of the dose curve; as a rule, active = well fitted inhibition curve with a large enough effect; inconclusive = small, poorly fitted or top-dose-only effect; inactive = no such curve, though single readings can be large or run the other way.

SMILES	D2 antag	TRHR ag	mIDH1 inhibitor	TrxR1 substrate	TRHR enhancer	rTrxR1 inhibitor	USP1 inh	PI4K2A inh	D2 agonist
Oc1c(Br)cc(C2N=C(c3ccccc3)NO2)cc1Br (stereo unspecified)	-16.5	-0.4	4.1%	3.1%	0.2	?	-18.7%	-22.7	-0.7
O=C1NCCCC1C(=O)N1CCN(C(=O)c2ccco2)CC1 (stereo unspecified)	-2.8	-0.4	6.4%	11.2%	-0.3	8.7%[57.1 µM]	-24.7%	2.0	0.4
COc1ccc(Cc2nnc(SCC(=O)NC3(C#N)CCCCC3)n2N)cc1	19.1	-0.3	-8.4%	-4.3%[57.1 µM]	-9.1	4.8%	-7.2%	-2.5	-0.5
C=CCN1C(=O)C(Cc2ccc(Br)cc2)S/C1=N\N=C\c1ccco1 (stereo unspecified)	-28.4	1.1	-4.7%	4.6%[57.1 µM]	-3.4	?	-7.1%	-5.0	0.6
O=C(CCNS(=O)(=O)c1ccc2c(c1)CCCC(=O)N2)Nc1cccc(Cl)c1	.	0.5	-10.0%	-7.5%	7.9	1.9%	-18.1%	-2.2	-0.9
CN(CC(=O)NCCc1ccc(S(N)(=O)=O)cc1)S(=O)(=O)c1ccc(Br)s1	13.8	0.4	-3.5%	3.1%[57.1 µM]	-6.7	5.9%[57.1 µM]	-17.3%	1.2	0.7
CC(C)(C)N1C(=O)[C@H]2[C@@H](c3ccc(Br)cc3)N3C(=O)N(c4cccc(F)c4)C(=O)[C@@]3(Cc3ccccc3)[C@H]2C1=O	24.0	0.5	16.1%	-1.8%	-7.9	17.3%[57.1 µM]	?	7.1	1.7
N/C(=N\OC(=O)Cc1ccccc1)c1ccccc1Cl	-6.8	-0.1	-11.3%	0.0%	-2.0	8.7%	-4.8%	-0.1	0.1
O=C(Cn1cnc2ccccc21)c1ccccc1	-0.7	0.1	0.0%	1.4%	1.4	21.7%	-20.9%	-1.7	1.3
COc1ccc(NC(=O)CSc2nnnn2C2CCCCC2)cc1	-4.6	-0.1	-1.8%	-5.2%	5.0	-1.1%	-7.1%	-1.9	7.3
Cc1c(C(=O)N2CCC(N3CCSCC3)CC2)oc2c(F)cccc12	12.5	0.2	-7.4%	1.9%	9.8	-2.3%	-8.5%	-1.1	0.1
O=C(c1cc2cc(Br)ccc2o1)N1CCCCC1	.	-0.8	1.1%	6.3%	6.4	21.0%	-29.6%	-4.3	.
CCC(=O)N=c1sc2cc([N+](=O)[O-])ccc2n1CCOC	1.0	0.0	10.7%	-7.5%	7.1	-14.0%	-8.5%	5.2	-0.6
CCCc1cc(=O)oc2cc(OCC(=O)NCCc3c[nH]c4ccc(OC)cc34)ccc12	-3.8	-0.6	2.3%	0.7%	-4.9	1.7%	-23.2%	-2.8	-0.9
Cc1cc(NS(=O)(=O)c2ccc(NC(=O)c3ccc([N+](=O)[O-])c(Cl)c3)cc2)no1	.	1.3	2.7%	0.5%	20.3	10.5%	-2.6%	-6.8	.
Cc1sc2ncn(CC(=O)Nc3c(F)cccc3F)c(=O)c2c1S(=O)(=O)N1CCC(C)CC1	-8.9	0.0	-18.3%	4.5%	-2.6	17.0%	-20.1%	-1.4	0.7
COC(=O)C1CCc2c(ccc3c2CCCC3)C1=O (stereo unspecified)	.	.	-1.1%	-13.0%	.	-1.9%	-5.8%	-0.1	.
O=C(NC1CC1)c1cccc2c1C(=O)c1ccc(N3CCC(Cc4ccccc4)CC3)cc1S2(=O)=O	.	.	-32.8%	5.5%[57.1 µM]	.	21.4%[57.1 µM]	?	2.8	.
CC(C)[C@H]1C(=O)Nc2ccccc2N1C(=O)N[C@@H](Cc1ccccc1)C(=O)N[C@H](Cc1ccccc1)C(=O)O	-2.3	0.2	-0.9%	-10.5%	1.4	-7.2%	17.9%	-4.1	-1.4
C=CCN1C(=O)C(C)NC1=S (stereo unspecified)	0.5	-1.2	-27.2%	4.5%[11.4 µM]	6.2	14.2%[11.4 µM]	8.0%	-4.7	-1.7

A second format for some results above:
Every second line gives: D2 antag, TRHR ag, mIDH1 inhibitor, TrxR1 substrate, TRHR enhancer, rTrxR1 inhibitor, USP1 inh, PI4K2A inh, D2 agonist
Cc1cc(NS(=O)(=O)c2ccc(NC(=O)c3ccc([N+](=O)[O-])c(Cl)c3)cc2)no1
→ ., 1.3, 2.7%, 0.5%, 20.3, 10.5%, -2.6%, -6.8, .
Cc1sc2ncn(CC(=O)Nc3c(F)cccc3F)c(=O)c2c1S(=O)(=O)N1CCC(C)CC1
→ -8.9, 0.0, -18.3%, 4.5%, -2.6, 17.0%, -20.1%, -1.4, 0.7

Further entries
SMILES	D2 antag	TRHR ag	mIDH1 inhibitor	TrxR1 substrate	TRHR enhancer	rTrxR1 inhibitor	USP1 inh	PI4K2A inh	D2 agonist
CC1CCN(c2ccc(C(=O)NCc3ccco3)cc2[N+](=O)[O-])CC1	5.9	-1.3	2.0%	2.0%[57.1 µM]	-4.2	9.1%[57.1 µM]	-1.2%	-5.8	-0.1
Cc1ccc(C(=O)Nc2nc(COc3ccccc3)cs2)s1	-15.8	-0.2	10.3%	13.2%	4.7	8.3%	-4.7%	-1.2	0.6
CCCc1nc2c(C)cc(C)cc2c(N)c1CC	6.7	0.2	1.1%	29.0%	-0.4	13.6%	-15.3%	-0.5	-0.5
CCCCCCOC(=O)C(C#N)c1nc2ccccc2nc1N1CCN(CC)CC1 (stereo unspecified)	11.6	0.5	4.2%	-3.1%[57.1 µM]	26.6	-3.4%[57.1 µM]	-22.4%	3.0	0.3
FC(F)(F)c1ccc(CN2C[C@@H]3C(c4ccc(Cl)nc4)C4(c5cccnc5)CC3(C4)[C@H]2c2ccccc2)cc1 (stereo partly specified)	15.6	0.5	-12.9%	12.0%[57.1 µM]	-7.8	-8.9%	-29.1%	-3.8	0.3
O=C1C=CC(O)(c2cc(=O)c3c(O)cc(O)cc3o2)C=C1	.	0.1	-3.0%[38.3 µM]	-5.8%	11.7	?	?	?	.
CCCCNC(=O)C1CC(c2cccc([N+](=O)[O-])c2)=NO1 (stereo unspecified)	-30.8	-0.2	0.0%	5.8%	5.0	11.5%[57.1 µM]	-0.6%	-3.9	0.6
CCOC(=O)c1c(C)[nH]c(C(=O)COC(=O)c2ccncc2)c1C	-11.2	0.6	5.0%	5.9%[57.1 µM]	-6.4	1.6%[57.1 µM]	-23.9%	6.6	0.2
Cc1ccc(OCCCCNC2CCCCC2)c(C)c1	.	-4.6	4.9%	5.6%	-2.2	29.5%	-13.4%	-3.0	.
Brc1ccc2c(c1)NC(c1cccnc1)=NC(c1ccccc1)=N2	.	-0.6	0.0%	-2.1%	-5.8	25.0%	?	2.6	.
Cc1ccc2c(c1)-c1c(cnn1CC(=O)N(CCC#N)c1ccccc1)CO2	-0.1	0.5	16.9%	-2.8%	-5.2	17.0%	-11.2%	-5.1	1.2
CC1(C)Cc2c(cnn2-c2cccc(F)c2)C(NC(=O)c2csnn2)C1 (stereo unspecified)	-17.5	-0.9	0.0%	-4.7%	-4.6	-6.0%	-9.9%	0.1	-1.5
N#CC1=C(S)N=C(N)C(c2nc(-c3ccccc3)cs2)C12CCCCC2 (stereo unspecified)	-3.1	-0.8	-18.3%	3.2%	1.3	-35.4%	-20.1%	-4.6	0.5
COCCSc1ccccc1C(=O)NCCc1ccccc1	-1.5	-0.1	-6.1%	-4.0%	-5.4	12.8%	-11.2%	-4.2	-0.8
COc1c2n(C)ccc3c-2n(c(=O)c1=O)c1ccccc31	-15.4	0.0	-5.4%	16.0%	0.9	2.8%[57.1 µM]	-16.1%	-4.7	-0.4
CCc1noc(C)c1C(=O)Nc1cc(Cl)ccc1-n1cncn1	2.8	0.2	1.5%	9.5%[57.1 µM]	-4.5	12.4%	-22.7%	-1.2	1.5
Cc1[nH]c2ccccc2c1C(=O)C(=O)NCCOc1ccccc1	-32.4	-2.4	2.1%	10.1%[57.1 µM]	-7.0	24.8%[57.1 µM]	-14.3%	2.9	0.6
Cc1cccc(OCc2cc(-c3ccccc3)no2)c1C	-15.5	1.6	-1.1%	-5.0%	-0.1	15.4%	-11.9%	-9.0	-2.1
CN=C(C)/C(C(=O)OC)=C(/O)c1ccc(Cl)cc1Cl	9.9	0.3	2.5%	-1.8%[57.1 µM]	-3.8	21.2%[57.1 µM]	-13.8%	0.0	0.4
c1ccc2c(c1)NC(c1ccncc1)n1c-2nc2ccccc21 (stereo unspecified)	-5.9	-0.5	5.7%	95.6%[activator]	-0.6	7.4%	1.8%	-10.6	1.2
CCOC(=O)c1c(-c2ccc(F)cc2)csc1NC(=O)CCN1CCOCC1	16.4	-0.8	13.2%	-2.5%	-0.6	-3.1%	-18.5%	7.8	-0.7
COc1cccc(CNC(=O)c2c(C)oc3nc(C)nc(N4CCOCC4)c23)c1	.	0.3	1.3%	-6.3%	-1.6	8.7%	-13.4%	4.6	1.1
COc1ccc(CNS(=O)(=O)c2ccc3c(c2)N(C(C)=O)CCO3)cc1	-2.0	1.1	0.0%	5.5%	-3.4	3.9%	-15.7%	-1.4	0.8
COC(=O)C1=CNC=C(C(=O)OC)C1c1ccc(C(=O)OC)cc1	-2.3	8.6	-3.0%	220.1%[activator]	1.0	-3.5%	-21.4%	2.2	6.1
O=C(NCC1CCN(C(=O)c2c(F)c(F)c(F)c(F)c2F)CC1)c1c(F)c(F)c(F)c(F)c1F	13.7	0.4	1.1%	-1.5%	-0.7	-0.4%	-18.8%	-4.5	0.1
CCCCNc1c([N+](=O)[O-])ncn1C	.	0.0	24.4%	-4.7%[57.1 µM]	-1.7	13.5%	8.7%	-3.9	.
CC1=CCC2C(=O)N(c3nc4ccccc4n3C)C(=O)C2C1 (stereo unspecified)	1.0	-0.7	1.7%	1.2%	-2.5	-7.6%	-26.6%	5.7	0.2

Copied from the list:
Result for COc1ccc(NC(=O)CSc2nnnn2C2CCCCC2)cc1 in D2 antag: -4.6
Result for Oc1c(Br)cc(C2N=C(c3ccccc3)NO2)cc1Br (stereo unspecified) in D2 agonist: -0.7

Source: PubChem (National Center for Advancing Translational Sciences (NCATS))

Not a hit list, and some 3.9% of all compounds hit somewhere here.
